Assay outcomes from PubChem.
TSHR antag = blocks TSH signaling through the human TSH receptor; activity change, negative = inhibition, % at 11.5 µM; 330,000 compounds, 0.2% hits; P16473; AID 504810; TSHR-expressing cells, TSH-stimulated cAMP HTRF, 2 h; active compounds read low;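 active = activity change below a set negative limit, meaning inhibition stronger than a set level, cut at about -70% in these data; inconclusive = activity change between two set negative limits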; note: % is set by controls: 0 for no effect and ±100 for the full control effect
Target sequence (P16473 whole entry, looked up): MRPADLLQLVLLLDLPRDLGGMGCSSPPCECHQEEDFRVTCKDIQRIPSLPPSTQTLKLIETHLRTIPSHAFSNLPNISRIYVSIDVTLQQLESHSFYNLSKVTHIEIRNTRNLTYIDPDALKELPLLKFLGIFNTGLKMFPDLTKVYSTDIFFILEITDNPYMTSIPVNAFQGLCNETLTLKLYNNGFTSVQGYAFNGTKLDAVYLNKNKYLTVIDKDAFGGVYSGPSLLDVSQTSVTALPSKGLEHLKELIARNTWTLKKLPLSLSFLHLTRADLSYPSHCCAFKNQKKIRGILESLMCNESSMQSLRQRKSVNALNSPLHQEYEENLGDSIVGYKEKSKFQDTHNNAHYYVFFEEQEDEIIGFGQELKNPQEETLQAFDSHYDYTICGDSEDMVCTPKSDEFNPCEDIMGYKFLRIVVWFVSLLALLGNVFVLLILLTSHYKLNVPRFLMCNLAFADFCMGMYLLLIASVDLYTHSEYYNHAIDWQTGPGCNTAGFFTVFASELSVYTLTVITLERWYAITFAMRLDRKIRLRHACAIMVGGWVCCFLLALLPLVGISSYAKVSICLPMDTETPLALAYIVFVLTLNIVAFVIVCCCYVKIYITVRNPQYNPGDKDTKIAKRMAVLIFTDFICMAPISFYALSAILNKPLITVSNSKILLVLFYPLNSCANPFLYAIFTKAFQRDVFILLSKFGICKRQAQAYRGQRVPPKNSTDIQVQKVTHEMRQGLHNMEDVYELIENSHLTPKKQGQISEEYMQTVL
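TSHR-expressing cells, 200/well, pre-treated with compound, then stimulated with EC80 TSH (4nM final) for 2 hours at 37 deg C. cAMP measured by competitive HTRF: anti-cAMP cryptate antibody in lysis buffer plus cAMP-d2, read after 30 minutes at room temperature.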
Chronic BCR inh = inhibitors of chronic active B-cell receptor signaling. AID 493014. ABC-DLBCL IkBa-CBG/CBR reporter, luminescence ratio, 4 h. Potency, µM (top dose mostly 46.1 µM), without a hit: at the highest dose ratio change, negative = lower green/red ratio, actives largely listed as inhibitors. 340,000 compounds, 0.05% hits; active = well fitted inhibition curve with a large enough effect in the signal ratio, with a control signal flat, not every such curve was filed as active; inconclusive = small, poorly fitted or top-dose-only effect, or effect the other way, or a change in a side signal; the % refers to the signal ratio;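 note: potency is the fitted concentration of half-maximal effect; plate controls were basal doxycycline-induced cells for no effect and cells given 10 µM MG132 for full effect; MG132 reads +100%, hits lower the ratio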
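Compounds up to 46 uM were incubated four hours with TMD8 cells whose green CBG68 luciferase is fused to IkappaBalpha; red CBR luminescence normalised the signal, and concentration-effect curves were fitted to fusion, red and ratio data.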
TCR activator = activates T cell receptor signaling. AID 504894. 330,000 tested, under 10 active. Potency, µM (top dose mostly 9.22 µM), for inactives: at the top dose activation of IL-2 secretion, hits mostly activators. primary human leukocytes, anti-CD3, IL-2 HTRF, 48 h; note: % of control where 0% means no effect
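1) Mix primary human leukocytes, a-CD3 beads and compound. 2) Incubate 48 hr. 3) Add HTRF IL-2 reagents (a-IL-2-K, a-IL-2-d2).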
B2AR arrestin = beta2AR (human) beta-arrestin recruitment activity. 330,000 compounds, 0.02% hits. Potency, µM (titrated, usually from 46.1 µM), without a hit: at the top dose activation, most hits filed as activators. beta-arrestin recruitment to beta2AR, cell-based reporter. P07550. AID 492947;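 note: potency is the fitted concentration of half-maximal effect; 0% = DMSO controls and full agonism = EC100 isoproterenol or metaproterenol; nearly all actives have a fitted effect of over 65% in size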
ELG1 repair inh = ELG1-dependent DNA repair inhibition; HEK293T ELG1-luciferase reporter, luminescence, 16 h; DNA damage induced by 5-fluorouridine; Potency, µM (highest dose often 46.1 µM), for inactives: at the highest dose activity change, negative = inhibition, actives largely listed as inhibitors; 330,000 compounds, 2.3% hits; note: potency is the fitted concentration of half-maximal effect; % is set by controls: 0 for no effect and ±100 for the full control effect; nearly all actives have a fitted effect of over 55% in size
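HEK293T cells expressing luciferase-tagged ELG1 (2,000/well) received 5-Fluorouridine plus compound or DMSO for 16 hr at 37 °C. Luciferase was read by ONE-Glo luminescence after 30 min at room temperature.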
Eya2 phos inh = inhibitors of human Eya2 phosphatase activity | AID 488837 | Potency, µM (titrated, usually from 76.9 µM), for the others: top-dose activity, negative = inhibition, hits mostly inhibitors | 330,000 compounds, 0.006% hits | recombinant Eya2, OMFP fluorescence dephosphorylation (OMFP is methylfluorescein phosphate); note: potency is the fitted concentration of half-maximal effect; % is set by controls: 0 for no effect and ±100 for the full control effect
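Eya2 protein (added as 0.2 uM solution) was preincubated with compound for 10 min at ambient temperature in 50 mM HEPES pH 7.5, 50 mM NaCl, 5 uM MgCl2, 0.05% BSA, 1 mM DTT. OMFP (added at 50 uM) then reacted 10 min; fluorescence read at 485/525 nm.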
PTAP TSG101 blk = blocks PTAP/TSG101 interaction to inhibit HIV-1 budding; 340,000 tested, under 10 active; Fluorescence polarization, FITC-PTAP peptide / Tsg101 binding; Potency, µM (series often up to 115 µM), inactives show at the highest dose activity change, negative = inhibition, actives largely listed as inhibitors; Q99816; active = well fitted inhibition curve with a large enough effect in the main read-out, with a control signal flat, not every such curve was filed as active; inconclusive = small, poorly fitted or top-dose-only effect, or effect the other way, or a change in a side signal; inactive = no such curve, though single readings can be large or run the other way; note: potency is the fitted concentration of half-maximal effect; % of control where 0% means no effect
Target sequence (Q99816 whole entry, looked up): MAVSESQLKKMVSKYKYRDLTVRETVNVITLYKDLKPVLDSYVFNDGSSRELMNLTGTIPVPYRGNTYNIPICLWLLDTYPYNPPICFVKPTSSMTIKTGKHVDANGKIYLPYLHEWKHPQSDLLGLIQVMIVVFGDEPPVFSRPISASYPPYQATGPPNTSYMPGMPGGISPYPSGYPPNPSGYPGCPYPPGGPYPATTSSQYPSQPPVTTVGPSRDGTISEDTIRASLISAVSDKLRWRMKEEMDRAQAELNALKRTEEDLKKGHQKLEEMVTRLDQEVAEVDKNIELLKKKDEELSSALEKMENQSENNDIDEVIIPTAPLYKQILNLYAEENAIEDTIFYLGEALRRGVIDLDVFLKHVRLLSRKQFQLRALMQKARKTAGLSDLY
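FP read-out: FITC-PTAP peptide, 50 nM final, binding Tsg101 binding domain, 10 uM final; 20 min, r.t.; 10 mM HEPES pH 7.5, 0.15 M NaCl, 0.01% Tween 20, 3 mM EDTA, 0.1 mM TCEP.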
USP2a inh = blocks human ubiquitin-specific protease USP2a; 330,000 compounds, 0.01% hits; Potency, µM (series often up to 38.3 µM), for the others: at the top dose activity change, negative = inhibition, hits mostly inhibitors; USP2 core, Ub-CHOP2 coupled fluorogenic reporter, 485/531; O75604;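 note: potency is the fitted concentration of half-maximal effect; plate controls were DMSO wells for no effect and full inhibition by NEM control for full effect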
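Cell-free coupled assay: 10nM USP2 core preincubated 30min RT with compound in Tris-HCl pH 8.0/CaCl2/CHAPS buffer, then 25nM Ub-CHOP2 and 25nM reporter substrate; fluorescence (Ex 485/Em 531) read after 60min RT, normalized to NEM inhibition, concentration-response curves fitted.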
uPA generation = blocks generation of uPA at the cell surface; cell surface uPA generation assay, qHTS; Potency, µM (titrated, usually from 38.3 µM), without a hit: top-dose activity change, negative = inhibition, actives largely listed as inhibitors; 330,000 compounds, 0.31% hits; AID 540303; active = well fitted inhibition curve with a large enough effect; inconclusive = small, poorly fitted or top-dose-only effect; inactive = no such curve, though single readings can be large or run the other way; tested in mouse RAW 264.7 cells; note: potency is the fitted concentration of half-maximal effect; % is set by controls: 0 for no effect and ±100 for the full control effect; nearly all actives have a fitted effect of over 55% in size
Mito fusion act = mitochondrial division inhibition or fusion activation; Potency, µM (doses to about 46.1 µM), for inactives: at the highest dose growth rescue (activation), actives largely listed as activators; S. cerevisiae fusion-defective mutant growth rescue, CellTiterGlo 48 h; 320,000 compounds, 0.23% hits; AID 485298;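 note: potency is the fitted concentration of half-maximal effect; % of control where 0% means no effect; nearly all actives have a fitted effect of over 45% in size; temperature-sensitive fusion mutants such as fzo1-1 at 37 °C on non-fermentable ethanol glycerol medium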
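Read-out: ATP-based luminescence (CellTiterGlo, 10 min ambient) reporting growth of fusion-defective ts yeast after 48 hours at 37C on glycerol/ethanol YPEG medium in the presence of compound.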
Tb PFK block = blocks T. brucei phosphofructokinase; AID 485367; T. brucei PFK, ADP-Glo luminescence; Potency, µM (titrated, usually from 57.5 µM), for the others: at the top dose activity, negative = inhibition, most hits filed as inhibitors; 330,000 compounds, 0.17% hits;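 note: potency is the fitted concentration of half-maximal effect; 0% = uninhibited 1x PFK enzyme wells and -100% = no-enzyme wells; nearly all actives have a fitted effect of over 60% in size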
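Luminescent ADP detection (ADP-Glo, two-step: ATP depletion then ADP-to-ATP conversion for luciferase) reported PFK activity after 45 min room-temperature reaction of 1.25 nM enzyme with 0.5 mM F6P and 0.1 mM ATP at pH 8.0.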
Numbers without * were called inactive; ? = inconclusive; · = no result given; [ ] = remark or other dose. Unless noted, calls come from the whole dose curve; as a rule, active = well fitted curve in the direction sought with a large enough effect; inconclusive = small, poorly fitted or top-dose-only effect, or another doubt; inactive = no such curve, though single readings can be large; an effect the other way counts as inactive or inconclusive.

SMILES	TSHR antag	Chronic BCR inh	TCR activator	B2AR arrestin	ELG1 repair inh	Eya2 phos inh	PTAP TSG101 blk	USP2a inh	uPA generation	Mito fusion act	Tb PFK block
CC(=O)Nc1ccc(NC(=O)c2c([N+](=O)[O-])c(C(C)(C)C)nn2C)cc1	-0.1	1.0%	0.2%	-0.7%	-28.9%	5.7%	-9.9%	-1.2%	-1.5%	4.1%	2.2%
Cc1cc(NC(=O)Cc2cccs2)no1	-2.7	0.1%	-7.9%	-0.2%	5.6%	-36.5%	-1.1%	2.9%	0.3%	3.3%	?
CC1(C)Cc2c(cnn2-c2ccc(F)cc2)C(NC(=O)CCN2CCCC2=O)C1 (stereo unspecified)	1.0	1.2%	-0.2%	0.2%	?	1.4%	-1.8%	-1.7%	-9.7%	2.0%	0.2%
O=C1NC(NS(=O)(=O)c2ccc(Cl)cc2)(C(F)(F)F)C(=O)N1c1ccccc1 (stereo unspecified)	-0.7	-0.1%	-9.5%[46.1 µM]	-1.9%	4.5%	-0.1%	-9.3%	-5.6%	-0.1%	-1.8%	-2.6%
Cc1ccc(NC(=O)NCCCl)cc1S(=O)(=O)N1CCOCC1	-4.9	-5.1%	-1.0%	-0.3%	-9.3%	1.1%	-0.8%	1.5%	5.7%	-2.3%	1.0%
CCOc1ccc(NC(=O)Cn2cncc2-c2ccc([N+](=O)[O-])cc2)cc1	-11.3	6.7%	-1.2%[46.1 µM]	-0.8%	?	2.8%	-1.7%	3.1%	8.0%	-2.2%	-0.3%
CN(C(=O)Cc1ccccc1)n1cnnc1	-10.1	4.6%	-4.3%[46.1 µM]	0.4%	12.9%	-8.1%	-3.5%	-2.2%	-0.8%	0.5%	-0.6%
CCN(CC(=O)Nc1c(F)cccc1F)C(=O)Cc1ccc2c(c1)OCCO2	24.5	0.9%	·	-3.4%	16.3%	3.4%	-7.1%	1.7%	12.7%	-4.8%	-0.3%
Cc1nc(CCNC(=O)C2CCC(=O)N(Cc3cccc(F)c3)C2)sc1C (stereo unspecified)	-0.5	-0.6%	0.5%	0.0%	0.5%	2.7%	-4.6%	-0.8%	2.5%	2.6%	-4.2%
CCc1ccc(NC(=O)[C@H](Cc2ccccc2)NC(=O)C2CCN(C(=O)[C@@H](N)CC(C)C)CC2)cc1	7.9	19.4%	0.8%	0.5%	8.1%	-21.9%	-5.6%	-1.4%	-19.6%	2.0%	-1.8%
O=C(O)c1ccc(S(=O)(=O)c2ccc(Sc3ccc(C(=O)O)c(C(=O)O)c3)cc2)cc1	-0.7	-0.6%	-3.6%	-1.0%	4.9%	2.5%	-4.0%	1.2%	1.0%	-3.1%	18.3%
O=C(COC(=O)CCc1c[nH]c(=O)[nH]1)Nc1ccccc1	38.4	-3.0%	2.8%	-0.6%	0.0%	-29.4%	-8.0%	?	0.4%	4.0%	-12.3%
COc1cc(OC)c(OC)cc1CN1CCN(Cc2cccn2C)CC1	2.9	-0.5%	-0.5%[46.1 µM]	-0.3%	4.2%	6.3%	-1.9%	-3.9%	2.4%	-4.2%	-4.0%
CCOc1ccc(N/C(=C(/C(Cl)=C(Cl)Cl)[N+](=O)[O-])n2cncn2)cc1	-9.7	-13.3%	·	-0.1%	10.9%	7.2%	·	12.3%	·	0.0%	0.5%
C=CCN1C(=O)C2(C(C(=O)c3ccc(C)o3)=C(O)C(=O)N2CCCN2CCOCC2)c2ccccc21 (stereo unspecified)	-2.7	?	-3.2%	0.3%	5.8%	14.8%	-4.2%	0.8%	4.2%	2.0%	-10.0%
NC(=O)C1CCN(CC(=O)Nc2ccccc2C(=O)NC2CC2)CC1	10.3	5.8%	-57.6%	0.4%	14.9%	10.2%	-5.0%	-1.5%	0.0%	-0.9%	2.7%
CCCCc1nc(N)c(C#N)c(-c2ccco2)c1CCC	-35.0	?	-4.1%[46.1 µM]	0.7%	3.5%	-1.0%	-2.6%	-5.5%	-6.0%	10.5%	2.6%
CCCN1C(=O)COc2ccc(-c3n[nH]c(=O)c4ccccc34)cc21	5.0	-1.7%	1.1%	0.0%	-10.1%	2.2%	2.1%	1.3%	2.5%	-2.4%	-1.8%
CC1(C)O[C@@H]2[C@H](O1)[C@@H](CO)O[C@H]2n1cnc2c(=O)[nH]cnc21	1.9	-0.3%	3.8%	0.1%	13.9%	2.9%	0.8%	-0.4%	6.7%	1.2%	-4.0%
Cc1ccc2nc(-c3ccc(NC(=O)COC(=O)c4ccco4)cc3)sc2c1	-1.0	?	16.9%[46.1 µM]	0.1%	?	7.1%	0.8%	1.5%	-17.6%	-0.5%	-1.4%
CC(NC(=O)c1ccc(Br)cc1)C(=O)NC1=NCCS1 (stereo unspecified)	22.6	-2.1%	0.9%	0.2%	7.8%	-17.0%	0.6%	1.4%	2.4%	6.4%	0.4%
O=C(CCNC(=O)c1ccc(Br)cc1)Nc1cccc(S(=O)(=O)N2CCCCC2)c1	4.1	?	-5.1%	0.3%	-20.1%	-24.2%	1.9%	0.4%	-0.3%	-6.3%	6.3%
O=C(/C=C/c1ccc(S(=O)(=O)N2CCOCC2)cc1)NCc1ccc(Cl)cc1	-10.5	3.7%	-5.3%[46.1 µM]	0.3%	-26.4%	-20.5%	1.8%	-0.1%	-14.2%	-5.8%	-25.4%
O=c1ccc(S(=O)(=O)N2CCC(Cc3ccccc3)CC2)c[nH]1	-8.9	2.6%	3.1%	0.0%	-8.5%	-13.8%	0.4%	3.1%	-2.1%	3.4%	-2.5%
CCOc1ccc(CN(C)c2ccc(S(=O)(=O)N3CCN(C)CC3)cc2[N+](=O)[O-])cc1OC	-41.7	1.5%	-1.6%	0.1%	0.9%	-1.3%	-0.6%	-6.0%	-5.9%	4.6%	-0.3%

The listing continues:
SMILES	TSHR antag	Chronic BCR inh	TCR activator	B2AR arrestin	ELG1 repair inh	Eya2 phos inh	PTAP TSG101 blk	USP2a inh	uPA generation	Mito fusion act	Tb PFK block
C=CCn1c(/N=C/c2ccc(N(C)C)cc2)nc2ccccc21	1.7	-2.3%	2.5%	0.1%	10.4%	3.6%	14.0%	-1.1%	0.4%	-2.8%	-0.7%
COc1cccc(OCC(=O)NNC(=O)c2cccs2)c1	9.7	-9.6%	2.8%	-0.6%	1.7%	8.4%	-3.6%	2.2%	0.6%	2.2%	0.5%
Nc1nonc1-n1nnc(C(=O)N/N=C/c2cccc(Cl)c2)c1-c1cccs1	-7.7	?	-2.8%	0.3%	?	-3.1%	0.0%	-0.3%	1.2%	0.8%	-9.0%
O=C(O)CCCn1c(=O)c2cccn2c2ccc(F)cc21	-9.3	0.8%	2.8%	0.3%	13.5%	-1.1%	-5.1%	0.9%	1.6%	3.9%	2.2%
CCCCn1c(N)nc2ccccc21	6.0	2.7%	-2.1%	-0.2%	?	2.7%	-7.0%	-2.1%	-5.0%	4.1%	-1.4%
CCCCOc1ccc(C(=O)NCC(=O)OCC(=O)N2CCN(S(=O)(=O)c3ccc(C)cc3C)CC2)cc1	3.9	-0.5%	0.2%[46.1 µM]	-1.8%	26.7%	-11.3%	1.5%	-1.3%	-0.9%	1.0%	3.3%
Oc1ccccc1-c1cc(C(F)(F)C(F)F)nc(-c2ccccc2)n1	3.0	3.1%	-1.3%	-0.6%	9.6%	11.0%	-1.8%	-1.4%	·	0.0%	4.3%
Cn1c(SCc2nc(-c3ccc(Cl)cc3)no2)nnc1-c1ccccc1	-2.3	3.0%	·	-0.6%	-12.9%	3.2%	-1.4%	0.7%	·	0.4%	-4.0%
NC(=O)N/N=C/c1ccc(-n2nncc2-c2ccc(Cl)cc2)cc1	2.6	-8.9%	0.5%	0.4%	8.5%	1.6%	-0.5%	2.3%	-6.2%	21.9%	3.5%
N/C(CN1CCCC1=O)=N\OC(=O)c1ccc(Cl)cc1	-1.7	?	5.0%[46.1 µM]	-0.7%	12.6%	1.4%	-0.8%	2.2%	4.6%	1.2%	0.2%
O=C1CCCN1CCCNc1nc2c(S(=O)(=O)c3ccc(Br)cc3)nnn2c2ccccc12	-6.0	0.9%	1.3%	0.3%	-7.0%	-1.6%	-3.3%	1.5%	-2.6%	0.9%	0.8%
COc1ccccc1C(=O)N/N=C/C(C)=C/c1ccccc1	-10.9	?	-14.5%	7.4%	?	-3.7%	0.0%	5.0%	-3.0%	1.6%	0.9%
N#CNC(=Nc1ccc(F)cc1)SCc1ccccc1	1.8	?	0.5%[46.1 µM]	-0.8%	16.0%	3.0%	-7.3%	0.2%	-17.2%	0.9%	7.1%
CC(C)(O)C#Cc1ccc(CN2CCCC(CO)(Cc3cccc(Cl)c3)C2)cc1 (stereo unspecified)	7.2	?	-2.5%	-0.7%	-7.6%	-9.9%	-8.9%	4.6%	?	1.0%	3.3%
